Bioassay records (PubChem BioAssay)
DRD3 antagonist – D3 dopamine receptor (human) antagonism; P35462; D3R cells, DiscoveRx beta-arrestin luminescence, antagonist mode; stronger effect = lower value; max response, negative = inhibition, %; actives 2.5% (n = 360,000); AID 652054; in the data active = max response below about -50%; inconclusive = no clear call, values can overlap the other calls; also: % is scaled to controls: 0 for no effect and ±100 for the full control effect; mostly tested at two doses, the higher about 12 µM
Target sequence (P35462 whole entry, looked up): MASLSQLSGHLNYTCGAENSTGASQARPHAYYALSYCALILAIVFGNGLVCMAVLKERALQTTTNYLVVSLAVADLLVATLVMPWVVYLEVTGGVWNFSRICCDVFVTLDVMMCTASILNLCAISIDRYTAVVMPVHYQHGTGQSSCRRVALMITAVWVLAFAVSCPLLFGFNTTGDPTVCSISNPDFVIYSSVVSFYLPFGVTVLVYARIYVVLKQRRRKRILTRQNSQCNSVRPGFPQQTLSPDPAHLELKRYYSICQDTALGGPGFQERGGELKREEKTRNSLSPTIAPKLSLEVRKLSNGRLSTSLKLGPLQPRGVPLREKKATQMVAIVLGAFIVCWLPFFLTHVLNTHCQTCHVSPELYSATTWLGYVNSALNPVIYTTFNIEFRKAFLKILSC
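Cells plated overnight at 1500 cells/well, then exposed to library compounds with dopamine controls for 90 minutes at 37 degrees C. DiscoveRx reagent added for 30–60 minutes at room temperature; luminescence read, quantitative HTS format.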
EPAC2 antag – blocks human EPAC2 exchange factor; Q8WZA2; EPAC2 GEF exchange of Rap1B-BODIPY-GDP, fluorescence; Potency, µM (highest dose often 114 µM), for inactives: top-dose activity, negative = inhibition, most hits filed as inhibitors; actives 0.18% (n = 360,000); AID 720708; also: potency is read from the fitted curve at half-maximal effect; % is scaled to controls: 0 for no effect and ±100 for the full control effect; nearly all actives have a fitted effect of over 45% in size; many of its hits are not listed in these tables
TDP-43 yeast inh – inhibitors of TDP-43 toxicity in yeast | TDP-43 expressing yeast growth rescue, BacTiter-Glo, 24 h | Potency, µM (top dose mostly 46.1 µM), without a hit: top-dose growth rescue (activation), most hits filed as activators | actives 1.8% (n = 410,000) | AID 652104; also: potency is read from the fitted curve at half-maximal effect; % of control where 0% means no effect; nearly all actives have a fitted effect of over 50% in size
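Growth rescue of TDP-43-toxic yeast measured as ATP luminescence (BacTiter-Glo). Cells grown to mid-log in raffinose, induced in galactose at OD600=0.02, exposed to compound 24 hr at 30 deg C.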
EPAC2 agonist – activates human EPAC2 exchange factor | AID 720711 | Potency, µM (series often up to 154 µM), for inactives: top-dose activation, actives largely listed as activators | actives 0.079% (n = 360,000) | Q8WZA2 | EPAC2 activation, biochemical qHTS; response scale: 100% = 6.5 mM cAMP response; also: potency is read from the fitted curve at half-maximal effect; nearly all actives have a fitted effect of over 50% in size
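Exchange assay: 100 nM EPAC2 with 250 nM Rap1B-BODIPY-GDP and 50 uM GDP. Fluorescence (ex 480/em 540 nm) read every 5 min for 30 min at room temperature. Data normalized to 6.5 mM cAMP as agonist control.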
FUS yeast rescue – suppressors of FUS proteinopathy in yeast; S. cerevisiae FUS-expressing, growth rescue, OD600, 24 h; Potency, µM (titrated, usually from 76.6 µM), inactives show at the top dose growth rescue (activation), usual class: activators; actives 0.24% (n = 390,000);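 also: potency is read from the fitted curve at half-maximal effect; plate controls were DMSO vehicle for no effect and reference control for full effect; nearly all actives have a fitted effect of over 55% in size; some results filed as inactive show a strong effect at the top dose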
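Toxicity suppression screen in FUS-yeast. Cells induced with 2% galactose, starting OD 0.005, treated 24hr at 30C with compounds at multiple final concentrations; growth by OD600.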
aSyn yeast inh – alpha-synuclein toxicity inhibition in yeast | Yeast expressing alpha-synuclein, growth rescue, BacTiter-Glo, 24 h | actives 0.14% (n = 370,000) | Potency, µM (series often up to 46.1 µM), for inactives: top-dose growth rescue (activation), actives largely listed as activators; also: potency is read from the fitted curve at half-maximal effect; % of control where 0% means no effect; nearly all actives have a fitted effect of over 65% in size
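Screening used galactose-induced yeast with toxic alpha-synuclein levels, exposed to compound for 24 hr at 30 deg C. Cell growth, read with BacTiter-Glo luminescence, gave the measured signal.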
D3 ag – D3 dopamine receptor (human) agonism. max activation, %. P35462. actives 0.58% (n = 410,000). AID 652048. D3R DiscoveRx beta-arrestin cells, luminescence, 90 min; in the data active = max activation above about 30%; also: 0% is about no effect; mostly tested at two doses, the higher about 12 µM
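Cells at 1500/well, incubated overnight, then treated with pinned compounds (dopamine as control) for 90 min at 37 degrees C. DiscoveRx reagent added for 30 - 60 minutes at room temperature; luminescence read.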
Abeta rescue – A-beta toxicity reversal in yeast | AID 1347071 | actives 0.063% (n = 410,000) | Potency, µM (top dose mostly 46.1 µM), for the others: at the highest dose growth rescue, actives largely listed as activators | yeast expressing A-beta42, growth rescue, OD600, 48 h; response scale: 0% DMSO, 100% iron-clioquinol control; also: potency is read from the fitted curve at half-maximal effect; nearly all actives have a fitted effect of over 55% in size
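Growth rescue measured by 600 nm absorbance after 48 h yeast culture at 30 C with compound. Values normalized between DMSO and an equimolar ferric chloride plus clioquinol control.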
Starred values were filed as active, the others as inactive; ? = inconclusive; nt = not tested or not shown; [ ] = dose if it differs, or a comment. Unless noted, calls follow the shape of the dose curve; as a rule, active = well fitted curve in the direction sought with a large enough effect; inconclusive = small, poorly fitted or top-dose-only effect, or another doubt; inactive = no such curve, though single readings can be large; an effect the other way counts as inactive or inconclusive. Some of the compounds tested; the hit share may differ from the screen's.

Values run as follows: DRD3 antagonist	EPAC2 antag	TDP-43 yeast inh	EPAC2 agonist	FUS yeast rescue	aSyn yeast inh	D3 ag	Abeta rescue
COCCN1C(=O)c2ccc(C(=O)O)cc2C1=O
    -21	-2%	-6%	13%	-5%	4%	-4	-4%
O=C(COc1ccc([N+](=O)[O-])cc1)NC(=O)NC1CCS(=O)(=O)C1 (stereo unspecified)
    11	-1%	0%	0%	-1%	5%	3	16%
CN(C)C(/C=C/Nc1ccc(Br)cc1)=C(C#N)C#N
    -3	-3%	9%	3%	21%	-3%	0	-1%
CSc1ncccc1C(=O)N1CCCC(N2CCN(c3ccccc3C)CC2)C1 (stereo unspecified)
    -20	7%	4%	-3%	2%	-3%	-14	-3%
CCn1c(=O)c(C(=O)CN2CCN(S(=O)(=O)c3ccc(C)cc3C)CC2)c(N)n(Cc2ccccc2)c1=O
    3	0%	14%	2%	nt	0%	2	-2%
Cc1cc(C(=O)NC(C)c2ccncc2)no1 (stereo unspecified)
    -20	-5%	-15%	14%	?	0%	-16	0%
CC(CN1CCCCC1)OC(=O)C1c2ccccc2Oc2ccccc21 (stereo unspecified)
    -63*	0%	3%	-3%	5%	8%	-3	28%
Clc1ccc(CNC2CCN(Cc3ccccc3)CC2)cc1
    -17	-4%	-21%[1.82 µM]	5%	6%	-2%	-21	13%
COc1ccc(-n2c(C)nc3cc(C(=O)N4CCOCC4)ccc32)cc1
    4	-4%	17%	-4%	-3%	2%	4	15%
COc1cc(NC(=S)N2CCN(C)CC2)cc(OC)c1
    6	7%	17%	4%	-18%	-1%	2	9%
COc1ccc(C(=O)Nc2nnc(S(=O)(=O)N3CCN(c4ccc(F)cc4)CC3)s2)cc1
    nt	nt	36%	nt	-21%	nt	1	0%
CCNC(=S)NS(=O)(=O)c1ccc(Cl)cc1
    -2	0%	22%	-3%	-21%	-20%	7	9%
COc1cc(C(=O)OCC(=O)Nc2ccccc2C(=O)NC2CC2)c([N+](=O)[O-])cc1OC
    -5	1%	-1%	3%	-5%	3%	3	-5%
CCOC(=O)C1CCN(S(=O)(=O)c2ccc(-n3cnnn3)c(C)c2)CC1
    5	0%	-11%	5%	-5%	-9%	6	12%
Cc1ccc(CC(=O)NCc2ccc(Cl)cc2)cc1
    -5	0%[57.1 µM]	-3%	-5%	-38%	3%	2	-27%
CN1OC[C@@H]2CN(C(=O)c3cccnc3)[C@H](c3ccc(N4CCCCC4)cc3)C[C@@H]21
    33	-3%	5%	3%	-9%	2%	0	-10%
O=C(O)CCCC(=O)N1CCCC1
    -8	5%	-7%	19%	3%	-3%	-6	0%
COc1ccc(-c2c(-c3cc(OC)cc(OC)c3)n(C)c3ccc(-c4ccc5cc[nH]c5c4)cc23)cc1
    4	4%	-4%	-4%	24%	0%	10	-19%
O=C(Cc1ccsc1)Nc1ccccc1F
    16	-4%	18%	0%	5%	0%	5	0%
O=C(COc1ccccc1)Nc1ccc2nc(SCC(=O)N3CCc4ccccc43)sc2c1
    nt	nt	-7%	nt	22%	nt	0	-11%
Cc1ccc(CNC(=O)COC(=O)CN2C(=O)C3CC=CCC3C2=O)cc1 (stereo unspecified)
    -5	0%	7%	1%	1%	0%	7	-6%
CSc1cnn(CCC#N)c(=O)n1
    6	8%	5%	7%	-12%	-6%	0	0%
Cc1ccc(CNC(=O)Cc2nc3nc(C)cc(C)n3n2)cc1
    18	21%	-6%	0%	16%	3%	9	-6%
CC[C@]12c3[nH]c4cc(CCC(=O)N(C)C)ccc4c3CCN1C(=O)[C@@H](CC(=O)NCCC1=CCCCC1)C[C@@H]2C(=O)N1CCN(C(=O)C2CC2)CC1
    0	9%	19%	-1%	27%	1%	16	-9%
CN(CC(=O)Nc1ccccc1C(F)(F)F)C(=O)C1=COCCO1
    -2	18%	?	1%	-3%	6%	2	0%
CCc1ccc(C(=O)c2cn(CC(=O)NC3CCCCC3)c3nc(C)ccc3c2=O)cc1
    nt	nt	3%	nt	-12%	nt	7	-10%
CCOC(=O)c1ccc(CN(Cc2ccccc2)S(=O)(=O)c2ccc(Cl)cc2)cc1
    nt	nt	-5%	nt	-11%	nt	-10	-12%
N#C/C(=C\c1ccccc1)C(=O)Nc1sc2c(c1C(N)=O)CCC2
    nt	nt	2%	nt	24%	nt	15	1%
CC(C)C(=O)Nc1ccc(NC(=S)NC(=O)c2cc3ccccc3o2)cc1
    8	4%	-17%	4%	-13%	-2%	-2	4%
Cc1ccc(S(=O)(=O)Nc2ccc(C(=O)NCc3ccccn3)cc2)cc1
    5	8%	8%	2%	10%	2%	3	-11%
O=C(NC1CCCC1)c1cnc2n(c1=O)CCS2
    2	-2%	0%	5%	26%	2%	-4	-5%
CCC(C)N(C(=O)Cn1nnc(-c2ccc(Cl)cc2)n1)C1CCS(=O)(=O)C1 (stereo unspecified)
    13	-12%	15%	-4%	0%	0%	1	8%
COc1ccc(C)cc1C(=O)CCC(=O)NCCc1ccc(S(N)(=O)=O)cc1
    -18	1%	9%	11%	-6%	-7%	2	0%
COc1cc(OC)cc(C(=O)Nc2ccc(C(=O)NCC3CCCO3)cc2)c1 (stereo unspecified)
    9	-1%	2%	-1%	18%	3%	-2	16%
O=C1COc2ccc(C(=O)COC(=O)c3cccnc3Cl)cc2N1
    0	-23%	-11%	-4%	27%	-1%	-9	-11%
O=C(Nc1ccc(F)cc1)C(CCc1ccccc1)N1CCN(c2ccncc2)CC1 (stereo unspecified)
    7	5%	2%	7%	-11%	-2%	-4	1%
CN(C)C(CNC(=O)c1ccc2c(=O)n(-c3ccccc3F)c(=S)[nH]c2c1)Cc1ccccc1 (stereo unspecified)
    ?	2%	-8%	-8%	29%	0%	-15	11%
COc1ccc(OC)c(C2CC(=O)c3c([nH]c(C(=O)OCc4ccc(C)cc4)c3C)C2)c1 (stereo unspecified)
    nt	nt	1%	nt	-6%	nt	-13	-18%
Cc1cc(NS(=O)(=O)c2ccc(NC(=O)c3ccc(F)cc3)cc2)nc(C)n1
    -22	16%	-11%	12%	-7%	-5%	-3	-24%
O=C1c2ccccc2C(=O)N1CC(=O)N1c2ccccc2Sc2ccc(C(F)(F)F)cc21
    -8	?	-18%	3%	nt	-1%	-16	-3%
O=C(NCc1ccccc1Cl)C1CCC(CNS(=O)(=O)c2ccc(Cl)cc2)CC1 (stereo unspecified)
    nt	nt	-6%	nt	6%	nt	1	-17%
COc1cccc(OC)c1C(=O)Nc1ccc(CN2CCOCC2)cc1
    -21	17%	-10%	3%	20%	-5%	0	-1%
Cc1ccc(CCNC(=O)CN2CCN(Cc3ccccc3F)C2=O)cc1
    8	-1%	-2%	-15%	0%	1%	4	?
Cc1noc(C)c1S(=O)(=O)N(C)C[C@H]1Oc2ccc(NC(=O)C3CC3)cc2C(=O)N([C@H](C)CO)C[C@@H]1C
    50	-13%	12%	-1%	3%	?	-5	3%
COc1ccc(OCc2nnc(SCC(=O)Nc3cccc(C(C)=O)c3)o2)cc1
    12	4%	9%	1%	0%	10%[1.84 µM]	-1	-4%
O[C@H]1C[C@H](c2ccccc2)N(CC2CCCCC2)C[C@@H]1n1cc(C2CC2)nn1
    -7	?	?	-4%	14%	3%	3	11%
CCc1ccc(-n2c(=O)c3sc4ccccc4c3n(CC(=O)N(CC)Cc3ccccc3)c2=O)cc1
    nt	nt	12%	nt	-3%	nt	4	-14%
Cc1ccc(CCNC(=O)C23C[C@H]4C[C@@H](C2)CC(n2nnc(C)n2)(C4)C3)cc1
    -13	-4%	-11%	10%	12%	-2%	-2	7%
CC(=O)c1c(N2CCCC2)[nH]c(-c2ccccc2)nc1=S
    5	10%	27%	4%	8%	-10%	-5	8%
COc1ccc(CCNC(=O)c2ccc3c(c2)nc(C)n3-c2ccc(Br)cc2)cc1OC
    nt	nt	11%	nt	8%	nt	-15	-18%
CS(=O)(=O)c1cccc(S(=O)(=O)N2CCN(c3ccccn3)CC2)c1
    -3	-3%	6%	3%	-17%	-4%	0	-3%
COc1cccc(C(=O)OCCN2CCCCC2)c1
    ?	6%	-10%	2%	-6%	-9%	-29	1%
Cn1cnc([N+](=O)[O-])c1S(=O)(=O)c1ccc(Cl)cc1
    -68*	1%	14µM*	7%	3%	0%	-25	-68%[inhibitor]
CCNC(=O)C(CCSC)NS(=O)(=O)c1ccc(C)cc1 (stereo unspecified)
    0	-5%	1%	-2%	-4%	3%	-4	9%
COc1ccc(CCNS(=O)(=O)c2ccc(Br)cc2)cc1
    8	-23%	?	8%	4%	7%	0	-9%
Cc1nn(-c2ccccc2Cl)c(Cl)c1/C=C(\C#N)C(N)=O
    11	9%	17%	-2%	nt	0%	2	6%
CN(C)c1cc[n+](CC(=O)N2c3ccccc3Sc3ccccc32)cc1
    15	3%	17%	1%	13%	-9%	-7	12%
O=C(CCCn1c(=O)c2cccn2c2ccccc21)Nc1cc(C(F)(F)F)ccc1Cl
    nt	nt	3%	nt	26%	nt	3	6%
Cc1cc(C)c(S(=O)(=O)Nc2ccccc2C(=O)N2CCCC2)c(C)c1
    -7	-10%	18%	-4%	10%	4%	-2	14%
O=C(NCc1ccccc1)c1c(O)c2ccccc2[nH]c1=O
    -1	-4%	-41%[inhibitor]	-2%	12%	6%	3	5%

Further records:
Values run as follows: DRD3 antagonist	EPAC2 antag	TDP-43 yeast inh	EPAC2 agonist	FUS yeast rescue	aSyn yeast inh	D3 ag	Abeta rescue
COc1ccc(-n2c(SCc3ccccc3)nc3c([nH]c4ccccc43)c2=O)cc1
    nt	nt	2%	nt	-6%	-6%	-16	-3%
O=C(O)/C=C/C(=O)Nc1ccc(OC(F)(F)F)cc1Br
    10	3%	?	-4%	0%	3%	4	-48%[inhibitor]
CC(C(O)C12CC3CC(CC(C3)C1)C2)N1CCCCC1 (stereo unspecified)
    -12	2%	4%	15%	-1%	-7%	-5	-1%
Cc1nc2c(o1)C(=O)c1ccccc1C2=Nc1ccccc1
    ?	0%	?	0%	nt	-72%[inhibitor]	-3	-83%[inhibitor]
